Screening results deposited in PubChem BioAssay by several laboratories.
S1P1 ag pot: S1P1 (human) agonism or agonism potentiation. P21453. S1P1 CRE-bla cells, forskolin, beta-lactamase FRET, potentiator mode; S1P1 agonist co-added at EC20, 2 nM; 100% = saturating reference agonist, 0% = basal. activation, % at 9.5 µM. 0.57% of 56,000 active. AID 449;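 active means activation above a cutoff set at the mean activation of all tested compounds plus 3 SD, cut at about 54% in these data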;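 further: forskolin at 4 µM as EC80 and the EC20 agonist is SEW2871; 100% = SEW2871 at its EC100 plus forskolin at EC80; some compounds past the cut are filed as inactive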
Jurkat viability: cytotoxic compounds reducing Jurkat cell viability; Jurkat E6.1 viability, ATP luminescence, 48 h; inhibition, % at 4 µM; 1.2% of 56,000 active; AID 463;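 active means inhibition above the mean inhibition of all tested compounds plus 3 SD, cut at about 28% in these data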
M1 ag: activates the M1 muscarinic receptor; AID 626; CHO-M1 cells, Fluo-4 calcium fluorescence, agonist mode; active compounds read high; 3% of 64,000 active; B-score at 10 µM;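 active means fluorescence rise, raw or as B-score row- and column-corrected plate score, outside the 99.7% band of its plate's samples, either direction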
Her2 expr inh: Her2 kinase expression inhibition; 0.69% of 65,000 active; P04626; SKBR-3 HER2 protein level, AlphaScreen, 18-24 h; active compounds read low; AID 645; HER2 level % of control, % at 10 µM;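 active means HER2 level under 5% of the carrier-only control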;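 further: 100% = DMSO carrier and 0% = 500 nM PU-H71 HSP90 inhibitor; lower value means stronger loss of Her2 protein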
M1 antag: blocks the rat M1 muscarinic receptor response to acetylcholine. B-score at 10 µM. P08482. 3.4% of 64,000 active. CHO-M1 cells, Fluo-4 calcium, ACh EC80 antagonist mode; active compounds read low. AID 628;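 active means calcium fluorescence response, raw or row-and-column corrected B-score, differing from the plate sample mean either way at a set confidence level, mostly lower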
Target sequence (P08482 whole entry, looked up): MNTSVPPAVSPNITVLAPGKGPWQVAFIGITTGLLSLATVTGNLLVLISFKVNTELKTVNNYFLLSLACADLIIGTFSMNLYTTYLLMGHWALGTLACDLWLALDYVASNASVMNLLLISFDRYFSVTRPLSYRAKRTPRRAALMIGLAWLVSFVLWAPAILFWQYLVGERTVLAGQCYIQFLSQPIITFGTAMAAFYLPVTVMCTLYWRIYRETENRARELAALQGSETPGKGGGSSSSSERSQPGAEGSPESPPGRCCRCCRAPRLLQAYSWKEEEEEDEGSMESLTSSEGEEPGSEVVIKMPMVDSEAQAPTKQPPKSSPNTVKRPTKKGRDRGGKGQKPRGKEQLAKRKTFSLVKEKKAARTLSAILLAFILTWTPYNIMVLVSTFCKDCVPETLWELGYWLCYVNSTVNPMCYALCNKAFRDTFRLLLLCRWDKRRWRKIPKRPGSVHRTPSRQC
HEK293 NFkB inh: inhibitors of the PMA/ionomycin-induced NF-kB reporter in HEK293 cells; HEK-293 NF-kB luciferase reporter, luminescence; inhibition, % at 3 µM; 0.21% of 62,000 active; AID 465;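 active means inhibition above the mean of all tested compounds plus 3 SD, cut at about 40% in these data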;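 further: 0% = stimulated DMSO wells and 100% = 10 µM reference inhibitor 5653914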
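System – HEK-293 cells with stable firefly luciferase reporter driven by four HIV NF-kB elements · Doses – one dose, 3 µM · Schedule – 1 h compound pre-incubation, 16 h PMA/ionomycin at 37 °C · Technique – luminescence from luciferase substrate reagent · Measure – percent inhibition normalized per plate to DMSO and reference-inhibitor controls · Replicates – tested once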
5HT1E antag: blocks the human 5-HT1E serotonin receptor | inhibition, % at 6 µM | AID 571 | CHO 5-HT1E Ga15 NFAT-bla reporter, FRET, antagonist | 0.99% of 65,000 active | P28566;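 active means inhibition above a set limit, the mean inhibition across every tested compound plus 3 SD, cut at about 29% in these data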;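 further: signal is the 460 over 535 nm emission ratio of beta-lactamase substrate; 0% = agonist plus DMSO wells and 100% = wells without agonist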
HTR1E agonist: agonists of human 5-HT1E serotonin receptor. 0.69% of 65,000 active. activation, % at 6 µM. CHO 5-HT1E Ga15 NFAT-bla reporter, FRET; 0% DMSO wells, 100% control agonist wells. P28566;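 active means activation above a set limit, the screen-wide mean activation plus 3 SD, cut at about 8.5% in these data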;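 further: 100% = positive control agonist at 1 µM giving full maximal response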
S1P3 ag: agonists of human S1P3 receptor. Q99500. 0.1% of 60,000 active. activation, % at 4.5 µM. AID 373. S1P3 NFAT-BLA reporter cells, agonism, FRET ratio; relative to 1 µM S1P, basal subtracted;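 active means activation above the screen-wide mean plus 3 SD, cut at about 4.5% in these data, passing the limit was not always enough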; further: some compounds called inactive have numbers as strong as hits
Target sequence (Q99500 whole entry, looked up): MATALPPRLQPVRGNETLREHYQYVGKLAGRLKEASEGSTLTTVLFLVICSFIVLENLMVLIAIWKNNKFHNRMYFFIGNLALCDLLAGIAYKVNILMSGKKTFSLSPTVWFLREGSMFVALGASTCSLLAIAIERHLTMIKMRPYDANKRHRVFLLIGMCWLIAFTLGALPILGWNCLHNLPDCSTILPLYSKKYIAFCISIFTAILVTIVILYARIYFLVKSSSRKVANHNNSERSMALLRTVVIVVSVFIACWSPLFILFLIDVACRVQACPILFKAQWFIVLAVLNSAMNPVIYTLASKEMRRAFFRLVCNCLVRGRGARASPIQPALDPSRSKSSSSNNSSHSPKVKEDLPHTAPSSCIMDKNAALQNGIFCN
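Measure – % activation relative to 1 µM S1P (100%), per plate · System – stable CHO line with human S1P3, Gα16, NFAT-BLA reporter · Timing – cells plated overnight, compound 4 h 37 °C, substrate 2 h RT · Technique – fluorescent BLA substrate, ex 405 nm, em 460/535 nm ratio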
Starred values were filed as active, the others as inactive; . = not tested or not shown.

Sequence of screens: S1P1 ag pot	Jurkat viability	M1 ag	Her2 expr inh	M1 antag	HEK293 NFkB inh	5HT1E antag	HTR1E agonist	S1P3 ag
Cc1cccc2cc3c(nc12)SC(=NCC1CCCO1)N(Cc1ccco1)C3 (centres undefined)
    -3.6	0.7	-1.39	21.5	0.169	9.5	31.6*	0.9	-0.5
Clc1cccc(Cl)c1Cn1cnc2c(N3CCCCCC3)ncnc21
    .	1.8	-0.361	86.3	-0.246	-15.7	12.7	-0.4	-0.1
Nc1nc(NCc2ccccc2)nc(-c2ccccc2)n1
    -20.1	-0.6	0.811	129.7	1.29	7.9	8.4	-0.2	-0.1
Cc1cccc(C(=O)Nc2ccccc2C(=O)OCc2c(C)noc2C)c1
    3.7	1.3	-0.0533	91.2	0.174	15.7	0.0	-0.3	-0.6
CC1=C(C(=O)Nc2ccccc2)C(c2ccncc2)n2nnnc2N1 (centres undefined)
    -14.3	4.5	-1.13	57.0	-0.701	5.4	-6.9	-0.8	-0.3
O=C1NC(=O)C2(CCc3ccccc32)N1 (centres undefined)
    7.4	2.7	0.19	93.8	0.182	6.0	-0.7	-0.3	-1.0
CCOC(=O)C1=C(C)Nc2ncnn2C1c1cc(Br)ccc1F (centres undefined)
    -8.6	31.1	0.285	57.2	0.386	7.6	2.8	-0.7	0.4
COc1cc(NS(=O)(=O)c2ccc3c(c2)oc(=O)n3C)cc(OC)c1OC
    -0.5	39.7*	0.411	40.1	-0.25	4.6	2.1	-0.5	-0.7
COCCCNC(=O)C1CCCCN1S(=O)(=O)c1ccc(F)cc1 (centres undefined)
    -5.1	-0.6	-0.736	113.2	-0.0518	13.1	-1.9	-0.3	0.1
CCc1nn(CCCC(=O)N2CCc3ccccc3C2)c(=O)c2cc3occc3n12
    -12.4	-6.7	2.39	106.8	-0.0304	20.0	-9.4	0.4	0.1
O=C(NCc1ccccc1)c1ccc(-c2ccccc2F)o1
    8.0	-6.0	-0.269	.	-0.845	-36.7	5.1	-0.5	-0.3
CCOc1ccccc1N1CSC2=C(C#N)C(c3c(OC)ccc4ccccc34)CC(=O)N2C1 (centres undefined)
    -13.4	-6.1	0.612	96.8	0.0434	4.1	2.1	-0.1	0.5
CCOC(=O)c1sc(NC(=O)CSc2n[nH]c(-c3ccccc3)n2)c(C#N)c1C
    -9.3	9.2	-1.33	46.5	0.0239	20.8	-4.0	-0.7	-1.4
COCCCn1c(-c2ccccc2)nc2ccccc2c1=O
    -2.9	-2.4	0.273	108.8	0.00336	3.4	-7.3	-0.1	-1.4
CCOC(=O)CSC1=C(C#N)C(c2ccc(C)cc2)C2=C(CCCC2=O)N1 (centres undefined)
    24.5	5.2	0.0347	116.6	-0.00266	23.1	8.2	0.9	-0.3
CCN(CC)CCCN1C(=O)C(=O)/C(=C(/O)c2ccc(OC)cc2)C1c1ccco1 (centres undefined)
    -3.3	.	-1.16	106.3	0.0164	.	-6.3	-0.1	-0.1
CC(=O)c1cc(-c2ccccc2)n(CC(=O)NCc2cccs2)c1C
    -9.8	1.0	-0.162	70.1	0.405	1.8	-3.4	1.2	-1.3
O=c1[nH]c(=O)n(Cc2ccccc2)c2c1CCC2
    -22.2	-11.3	0.0202	115.8	-0.0368	0.6	-8.4	-0.7	-0.1
CCN(CC(=O)NCc1ccc(F)cc1)C(=O)C1CCN(C(=O)Nc2ccccc2)CC1
    .	.	0.0378	.	0.466	14.9	-5.1	0.0	.
O=C(NCc1ccc(F)cc1)C1CCN(S(=O)(=O)N2CCC3(CC2)OCCO3)CC1
    0.8	-0.7	-0.0784	83.9	-0.292	10.7	-0.6	0.3	-0.7
Cc1cc(C(=O)Nc2nc3ccc(S(C)(=O)=O)cc3s2)c(C)o1
    18.8	0.9	0.621	121.4	-0.00153	1.4	2.6	-0.3	-1.0
CC(c1ccccc1)n1c(NCCCn2ccnc2)nc2c1c(=O)[nH]c(=O)n2C (centres undefined)
    0.5	9.4	-0.544	93.1	-0.845	16.6	1.1	-0.6	-0.5
COc1ccc(/C=N/n2c(N)nc3ccccc32)cc1OC
    -19.3	0.9	.	111.8	.	16.3	10.4	0.8	-1.1
CN1CCN(CCC(=O)N2c3ccccc3Sc3ccc(Cl)cc32)CC1
    1.4	.	0.208	100.7	-11.2*	.	6.4	0.6	-1.4
Cc1ccc2nc(NC3=NCN(Cc4ccco4)CN3)nc(C)c2c1
    -29.6	17.3	0.605	72.3	-2.89*	7.1	-6.2	0.5	-0.7
COCCCn1c(Cc2ccccc2)nnc1SCC(=O)N1CCCCC1
    8.9	-3.5	-1.04	80.1	-0.00416	19.5	4.2	-2.2	-0.3
CCCCOC(=O)Nc1ccc(S(=O)(=O)Nc2cc(C)nc(C)n2)cc1
    -14.6	4.1	-0.843	85.1	0.00051	3.2	1.2	-0.7	-0.4
Cc1cc(-c2nnc(SCc3cccnc3)o2)no1
    3.0	-1.3	0.0218	134.9	0.73	5.8	7.4	-0.1	-0.1
Cn1cc(S(=O)(=O)NCc2cccs2)c(=O)n(C)c1=O
    -2.9	-2.4	-0.00524	63.5	0.235	3.0	0.7	0.9	-1.2
Cc1cc(C)nc(SCc2ccc(C(=O)O)o2)n1
    2.7	-2.8	0.973	102.5	0.00956	16.3	1.3	-0.4	-0.4

Next structures follow.
Sequence of screens: S1P1 ag pot	Jurkat viability	M1 ag	Her2 expr inh	M1 antag	HEK293 NFkB inh	5HT1E antag	HTR1E agonist	S1P3 ag
CN1C(C)(C)CC(NC(=O)CCC(=O)NC2CC(C)(C)N(C)C(C)(C)C2)CC1(C)C
    -16.0	-0.5	-0.271	95.6	0.29	7.6	-8.1	0.0	0.8
CCCCN(CC)C(=O)c1cccc(Cl)c1
    .	-1.4	0.708	116.1	-0.356	-12.8	-5.9	0.6	-0.2
Cc1cccc(N2CCN(S(=O)(=O)c3cnc[nH]3)CC2)c1C
    -4.2	-3.4	-0.0175	82.0	-0.908	4.6	-5.6	-0.4	-0.4
Cn1c(SCC(=O)NCCN2C(=O)CSC2=O)nc2ccccc2c1=O
    1.5	-2.7	0.372	98.3	0.123	2.8	-1.2	-0.4	1.2
Cc1cc(C)n(/N=C/c2ccccc2)c(=O)c1C#N
    1.4	0.6	0.677	107.5	1.11	14.0	-5.2	-0.2	-0.1
COc1cc(-c2nnc(SCC#CCO)o2)cc(OC)c1OC
    -24.2	7.2	5.84*	121.7	0.726	20.6	-0.5	-0.1	-1.3
Cc1ccc(C(C(=O)NC2CCCC2)N(Cc2cccnc2)C(=O)c2snc(C(N)=O)c2N)o1 (centres undefined)
    -18.7	-1.2	-0.0278	81.9	-0.32*	16.4	3.2	-1.0	-0.6
CCOC(=O)c1cc(=O)n2nc(-c3ccc(C)cc3)nc2s1
    -12.8	-4.0	-0.279	81.9	0.367	16.5	1.7	0.4	-0.3
CC(=O)Nc1nnc(-c2ccc3c(c2)CCCC3)o1
    -11.2	0.0	-0.18	84.8	-0.386	-19.8	-14.3	0.9	-0.5
O=C1C2CCCN2C(c2ccccc2)N1c1nccs1 (centres undefined)
    -0.5	5.3	0.0619	76.8	0.409	9.8	-11.1	0.3	-1.0
CCOCCCN(C(=O)Cn1nnc2ccccc21)C(C(=O)NCc1ccco1)c1ccncc1 (centres undefined)
    -0.5	-2.9	-0.873	106.2	-0.19	18.2	-8.3	-0.8	-0.7
COc1cccc(N2C(=O)C3CC=C(Cl)CC3C2=O)c1 (centres undefined)
    .	-4.2	-0.411	167.0	0.136	21.0	4.7	-0.9	-0.7
CC1(C)C(=O)OC(C(=O)c2ccccc2)C(C)(C)C1=O (centres undefined)
    -1.0	2.5	0.28	116.7	-0.0723	10.6	-0.3	-0.3	-1.0
Cc1ccn2c(NC3CCCCC3)c(C)nc2c1
    14.8	7.4	-0.583	81.3	-0.121	12.3	6.7	-0.1	-1.2
CCC(c1nnnn1C1CCCC1)N(Cc1cccs1)Cc1cc2cccc(C)c2[nH]c1=O (centres undefined)
    2.3	13.5	-0.195	64.0	1.98*	1.1	11.6	-1.3	-0.4
CCCCn1c(=NC(=O)c2ccc3c(c2)OCO3)c(C#N)cc2c(=O)n3cccc(C)c3nc21
    -18.1	-5.5	13.1*	51.8	-0.87	8.4	-15.5	3.6	0.3
Fc1ccccc1OCCSc1nnnn1-c1ccccc1
    -22.5	3.6	.	90.5	.	-39.3	-4.9	0.0	2.9
CSc1nnc2n(C)c3c(c(=O)n12)C1(CCCC1)Cc1ccccc1-3
    .	.	0.0718	75.2	0.0985	7.1	8.1	0.3	.
CCCCc1c(O)nc(SCC(=O)N2CCOCC2)[nH]c1=O
    .	.	-0.479	107.2	0.42	12.6	-9.2	0.4	.
Cc1[nH]c2c(C)cccc2c(=O)c1Br
    8.1	6.8	0.529	59.2	-0.575	4.5	11.2	0.4	0.3
Cc1nc2ccccc2c2nc(NC(=O)Cc3ccccc3)nn12
    3.3	4.9	1.57	79.0	2.21	1.9	15.6	0.7	-0.7
CCOc1cc(C)c(C(C)C)cc1S(=O)(=O)N1CCOCC1
    -4.3	4.0	0.0565	95.4	0.613	13.2	2.2	-0.4	-0.3
c1ccc(Cn2nnc3c(N4CCN(Cc5ccc6c(c5)OCO6)CC4)ncnc32)cc1
    20.4	-8.4	0.00929	90.4	-1.17	8.5	5.5	-0.5	0.1

Already shown: an excerpt of the list.
Sequence of screens: S1P1 ag pot	Jurkat viability	M1 ag	Her2 expr inh	M1 antag	HEK293 NFkB inh	5HT1E antag	HTR1E agonist	S1P3 ag
O=C(NCc1ccc(F)cc1)C1CCN(S(=O)(=O)N2CCC3(CC2)OCCO3)CC1
    0.8	-0.7	-0.0784	83.9	-0.292	10.7	-0.6	0.3	-0.7
Cc1cc(C(=O)Nc2nc3ccc(S(C)(=O)=O)cc3s2)c(C)o1
    18.8	0.9	0.621	121.4	-0.00153	1.4	2.6	-0.3	-1.0
